mIDH1 inhibitor = qHTS for Inhibitors of mutant isocitrate dehydrogenase 1 (IDH1): qHTS; Isocitrate dehydrogenase [NADP] cytoplasmic (Homo sapiens), O75874; AID 602179, 2012; Potency, µM (top dose mostly 76.6 µM), inactives show at the top dose activity change, negative = inhibition, hits mostly inhibitors; 390,000 compounds, 0.093% hits; IDH1-R132H enzyme, NADPH consumption, diaphorase/resazurin fluorescence; note: potency is the fitted concentration of half-maximal effect; % is set by controls: 0 for no effect and ±100 for the full control effect; nearly all actives have a fitted effect of over 65% in size
Target sequence (O75874 whole entry R132H, stated change not applied): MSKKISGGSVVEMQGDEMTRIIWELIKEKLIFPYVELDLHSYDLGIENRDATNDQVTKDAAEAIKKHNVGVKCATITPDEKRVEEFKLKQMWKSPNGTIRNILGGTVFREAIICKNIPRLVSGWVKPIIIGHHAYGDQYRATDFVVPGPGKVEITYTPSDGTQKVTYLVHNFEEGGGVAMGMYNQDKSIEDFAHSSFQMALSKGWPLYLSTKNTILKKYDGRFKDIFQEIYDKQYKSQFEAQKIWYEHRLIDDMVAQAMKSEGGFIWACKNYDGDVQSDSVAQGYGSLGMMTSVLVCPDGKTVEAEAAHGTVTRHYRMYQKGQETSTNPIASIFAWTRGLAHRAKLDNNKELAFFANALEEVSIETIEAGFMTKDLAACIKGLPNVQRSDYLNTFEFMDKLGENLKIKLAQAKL
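IDH1-R132H (0.5 ug/mL) preincubated 30 min with compound, then NADPH (0.016 mM) and alpha-KG (2 mM) added; 80 min at RT, pH 7.5. Remaining NADPH coupled via diaphorase/resazurin to fluorescence (540/590 nm); concentration-response curves normalized to no-enzyme control.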
Vif-APOBEC3G blk = qHTS for Inhibitors of Vif-A3G Interactions: qHTS | DNA dC->dU-editing enzyme APOBEC-3G (Homo sapiens), Q9HC16 | HeLa A3G-eYFP + Vif (tagged APOBEC3G with the HIV-1 protein that degrades it), YFP fluorescence, overnight | Potency, µM (top dose mostly 46.1 µM), without a hit: at the highest dose activity, negative = active, most hits filed as inhibitors | 410,000 compounds, 0.076% hits;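 note: potency is the fitted concentration of half-maximal effect; % is set by controls: 0 for no effect and ±100 for the full control effect; nearly all actives have a fitted effect of over 60% in size; hits raise eYFP signal because A3G escapes Vif-driven loss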
Target sequence (Q9HC16 whole entry, looked up): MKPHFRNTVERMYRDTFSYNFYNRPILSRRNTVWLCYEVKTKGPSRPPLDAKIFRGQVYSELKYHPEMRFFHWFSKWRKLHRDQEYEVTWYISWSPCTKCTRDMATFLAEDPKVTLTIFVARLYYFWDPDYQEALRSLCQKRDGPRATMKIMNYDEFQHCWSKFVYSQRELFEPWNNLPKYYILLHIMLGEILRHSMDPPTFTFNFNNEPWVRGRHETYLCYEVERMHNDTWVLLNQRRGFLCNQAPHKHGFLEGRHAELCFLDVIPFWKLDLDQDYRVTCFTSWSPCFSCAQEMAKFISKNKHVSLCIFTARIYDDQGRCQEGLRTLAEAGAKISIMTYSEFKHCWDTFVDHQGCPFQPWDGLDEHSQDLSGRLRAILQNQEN
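Read-out is eYFP fluorescence (Ex 488/Em 500-530) from Vif-expressing HeLa A3G-eYFP cells; more signal means A3G escaped Vif-mediated degradation. Cells plated overnight, compound pinned in, incubated overnight at 37 deg C.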
TrxR1 substrate = qHTS Assay for Substrates of Mammalian Selenoprotein Thioredoxin Reductase 1 (TrxR1): qHTS | Thioredoxin reductase 1, cytoplasmic (Rattus norvegicus), O89049 | purified TrxR1 substrate turnover, NADPH consumption readout | Potency, µM (titrated, usually from 114 µM), for the others: at the highest dose activity change, negative = substrate turnover | 390,000 compounds, 0.01% hits | AID 588456, 2011; note: potency is the fitted concentration of half-maximal effect; % is set by controls: 0 for no effect and ±100 for the full control effect; nearly all actives have a fitted effect of over 50% in size
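Rat TrxR1, dispensed at 90 nM, was prereduced with 400 uM NADPH (final) for 5 min at ~22 deg C, then incubated with compound 15 min before 400 uM selenite. A first-read NADPH fluorescence drop versus no-compound background flagged substrates.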
Vif-A3F inh = qHTS for Inhibitors of Vif-A3F Interactions: qHTS; AID 602313, 2012; HeLa A3F-eYFP + Vif (tagged APOBEC3F with the HIV-1 protein that degrades it), YFP fluorescence increase; Potency, µM (top dose mostly 46.1 µM), without a hit: top-dose activity, negative = active; 390,000 compounds, 0.2% hits; note: potency is the fitted concentration of half-maximal effect; % of control where 0% means no effect; nearly all actives have a fitted effect of over 65% in size
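HeLa cells stably expressing A3F-eYFP plus Vif, plated and incubated overnight at 37 deg C, then exposed to compounds overnight at 37 deg C. Blocked degradation read as raised yellow fluorescence (Ex 488/Em 500-530).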
GRP78 ERSR act = qHTS for Inducers of the Endoplasmic Reticulum Stress Response (ERSR) in Human Glioma: qHTS; U87-MG GRP78 promoter luciferase reporter, 16 h; Potency, µM, inactives show top-dose activation, most hits filed as activators; AID 602332, 2012; 420,000 compounds, 0.02% hits; note: potency is the fitted concentration of half-maximal effect; series mostly up to about 76 µM; % of control where 0% means no effect; nearly all actives have a fitted effect of over 35% in size
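Stably transfected U87-MG human glioma cells carrying a GRP78-based luminescent sensor were seeded at 1000 cells/well, pin-dosed with compounds and incubated 16 h. Luciferase reagent was then added, and end-point luminescence was read after 10 min at room temperature.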
LDHA block = qHTS assay for inhibitors of human lactate dehydrogenase | AID 1347041, 2019 | L-lactate dehydrogenase A chain (Homo sapiens), P00338 | activity change, % (values are at about 110 or 230 µM) | purified LDHA, NADH/diaphorase-resazurin fluorescence; active compounds read low | 480,000 compounds, 0.15% hits; in the data active = activity change below about -30%; inconclusive = mostly about -25% to -30%;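 note: plate controls were DMSO wells for no effect and wells without enzyme for full effect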
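Resorufin fluorescence (ex540/em590), read at 0 and 20 min after diaphorase/resazurin addition, reports the NADH left after a 5 min room-temperature reaction of 2 nM human LDH5 with 0.06 mM NADH and 0.2 mM pyruvate.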
rTrxR1 inhibitor = qHTS Assay for Inhibitors of Mammalian Selenoprotein Thioredoxin Reductase 1 (TrxR1): qHTS; Thioredoxin reductase 1, cytoplasmic (Rattus norvegicus), O89049; recombinant rTrxR1, NADPH fluorescence consumption, selenite substrate; Potency, µM (doses to about 114 µM), inactives show top-dose activity change, negative = inhibition, most hits filed as inhibitors; 390,000 compounds, 1% hits; note: potency is the fitted concentration of half-maximal effect; % is set by controls: 0 for no effect and ±100 for the full control effect; nearly all actives have a fitted effect of over 65% in size
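Rat TrxR1 (90 nM in the dispensed reagent) was pre-reduced with 400 uM NADPH for 5 min at room temperature, then incubated with compound for 15 min. After 400 uM selenite was added, NADPH fluorescence (Ex 340/Em 450 nm) was followed for 8 min.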
USP1-UAF1 inh = Inhibitors of USP1/UAF1: Primary Screen. Ubiquitin carboxyl-terminal hydrolase 1 (Homo sapiens), O94782. recombinant USP1/UAF1, Ub-Rhodamine cleavage fluorescence. Potency, µM (doses to about 57.1 µM), for the others: top-dose activity change, negative = inhibition, actives largely listed as inhibitors. 390,000 compounds, 0.23% hits; note: potency is the fitted concentration of half-maximal effect; % is set by controls: 0 for no effect and ±100 for the full control effect; nearly all actives have a fitted effect of over 60% in size; inactives centre near -12
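In this screen, compounds sit with the deubiquitinase complex (1nM) for 15 min at room temperature before Ub-Rho is added at 150nM final. Fluorescence rise is then followed for 6 reads every 60 seconds.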
RGS4 inh = Inhibitors of Regulator of G Protein Signaling (RGS) 4: qHTS. Transcreener GDP fluorescence polarization, RGS4-accelerated GTP hydrolysis. 390,000 compounds, 0.039% hits. Potency, µM (top dose mostly 114 µM), inactives show top-dose activity change, negative = inhibition, usual class: inhibitors; note: potency is the fitted concentration of half-maximal effect; % is set by controls: 0 for no effect and ±100 for the full control effect; nearly all actives have a fitted effect of over 75% in size; some results filed as inactive show a strong effect at the top dose
Target sequence (P49798 whole entry, looked up): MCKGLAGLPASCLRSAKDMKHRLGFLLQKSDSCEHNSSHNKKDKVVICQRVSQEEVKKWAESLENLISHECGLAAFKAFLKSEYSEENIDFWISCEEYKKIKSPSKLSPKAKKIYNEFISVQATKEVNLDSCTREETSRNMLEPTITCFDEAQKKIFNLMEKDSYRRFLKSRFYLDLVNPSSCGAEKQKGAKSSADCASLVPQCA
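MLSMR compounds (23 nl, pin-transferred) preincubated 10 min at room temperature with a 500nM (2x) first reagent, then RGS4 at 900nM (2x) plus Transcreener GDP mix added; fluorescence polarization (620/688 nm) read before and after 90 min at 30 °C.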
* hit, by the source's call; u = inconclusive; x = no result given; & = joins results of further samples; [ ] = dose if it differs, or a comment. Unless noted, calls come from the whole dose curve; as a rule, active = well fitted curve in the direction sought with a large enough effect; inconclusive = small, poorly fitted or top-dose-only effect, or another doubt; inactive = no such curve, though single readings can be large; an effect the other way counts as inactive or inconclusive. The list is partial, so the mix of outcomes need not match the whole.

#	Structure	LDHA block	mIDH1 inhibitor	Vif-APOBEC3G blk	GRP78 ERSR act	RGS4 inh	rTrxR1 inhibitor	Vif-A3F inh	USP1-UAF1 inh	TrxR1 substrate
1	CC(OC(=O)c1cccc(S(=O)(=O)Nc2ccccc2F)c1)C(=O)NCc1ccc2c(c1)OCO2 (stereo not drawn)	-3	-1%	1%	-5%	3%	-5%	0%	-17%	-4%
2	CCOC(=O)c1sc2nc(C3CC3)cc(-c3ccc(OC)cc3)c2c1N	0	0%	1%	-6%	-24%	50µM*	3%	-20%	150%[activator]
3	O=C(Nc1cccc(Cl)c1N1CCCC1)c1ccc([N+](=O)[O-])o1	-4	-2%	-1%	-2%	8%	-4%[57.1 µM]	-33%	-1%	5%[57.1 µM]
4	Cc1ccc2nc(-c3ccccc3)cc(C(=O)NCCCn3ccnc3)c2c1	0&-2	16%	4%	-5%	27%	13%[57.1 µM]	6%	-10%	31%[activator][57.1 µM]
5	O=C(C1=C[C@H](C2CC2)C[C@H](OCc2ccc(CO)cc2)O1)N1CCOCC1	-9	5%	5%	2%	19%	2%	8%	-9%	0%
6	Cc1ccccc1NC(=O)Cc1c[nH]c2ccccc12	-1	11%	0%	-4%	-16%	16%	0%	-18%	0%
7	C/C(NCC(C)(C)CN(C)C)=C(/C#N)C(=O)NCc1ccccc1	-10	3%	-2%	-6%	-20%[56.9 µM]	11%	-4%	-15%	7%
8	C=C(C)CSc1nc2sc3c(c2c(=O)n1-c1ccc(OC)cc1)CCN(C)C3	-2	4%	3%	-3%	37%	-1%	4%	-6%	-6%
9	CCCOc1ccc(-c2c(C(=O)N/N=C/c3ccc(OC)cc3)nnn2-c2nonc2N)cc1	-5	2%	-3%	-1%	-13%	14%	1%	-16%	12%
10	CCCCCOc1ccc(NC(=O)c2cc(SC)ccc2Cl)cc1	-2	1%	-8%	-2%	-1%	-4%	6%	-10%	2%
11	COc1ccc(N2CCN(C(=O)c3cccn4c(=O)c5ccccc5nc34)CC2)cc1	-6	7%	2%	-3%	6%	10%[57.1 µM]	0%	-2%	8%[57.1 µM]
12	COc1ccc(N(CC(=O)Nc2ccc(C)cn2)S(=O)(=O)c2c(C)noc2C)cc1	0	-1%	-2%	-2%	21%	-17%	-2%	-11%	-19%
13	CCOc1ccc(N2C(=O)C3C(c4ccccc4F)NN(C(=O)c4ccc(C)cc4)C3C2=O)cc1 (stereo not drawn)	1	10%	3%	-5%	-17%	3%[57.1 µM]	-3%	-16%	2%[57.1 µM]
14	CC(=O)Nc1ccc(S(=O)(=O)Nc2nc3ccccc3nc2N2CCc3ccccc3C2)cc1	-7	-11%	-8%	2%	-10%	-1%	-14%	-16%	-2%
15	O=C(c1ccc(NS(=O)(=O)c2ccccc2)cc1)N1CCCCCC1	-11	2%	2%	-3%	7%	13%	2%	2%	-1%
16	CCOC(=O)c1nn(-c2ccccc2C)c(=O)cc1OCC(=O)N1CCN(c2ccccc2)CC1	0	7%	2%	-4%	-17%	-11%	-7%	-10%	-11%
17	Cc1ccc(CNC(=O)CCS(=O)(=O)c2ccc(Br)cc2)cc1	0	8%	-1%	-5%	-25%	25%	2%	-18%	7%
18	CC1=C(C(=O)N(C)C)CC(CC(=O)NCCN2CCOCC2)C(=O)N1Cc1ccccc1 (stereo not drawn)	-2	0%	3%	-1%	x	x	-12%	-9%	x
19	O=C(CN1C(=O)NC2(CCCC2)C1=O)OCC(=O)c1cccc(Cl)c1	-7	7%	-4%	-5%	19%	4%	u	-7%	-5%[57.1 µM]
20	COc1ccc(C=O)cc1OS(=O)(=O)c1ccccc1[N+](=O)[O-]	1	6%	-3%	5%	2%	u	0%	-19%	5%
21	CCCn1c(N)c(C(=O)NS(=O)(=O)c2ccc(C)cc2)c(=O)n(C)c1=O	-1	6%	0%	0%	18%[56.9 µM]	36%[activator]	-5%	-10%	8%
22	CCOc1ccccc1NC(=O)c1ccc(CN2CCc3ccccc3C2)cc1	3	10%	1%	-3%	-9%	10%[57.1 µM]	-11%	-21%	10%[2.29 µM]
23	CCOc1ccc2nc(NCCNC(=O)Nc3ccccc3)c(C#N)cc2c1	-16	6%	-8%	-5%	-19%[56.9 µM]	13%	-3%	-20%	3%
24	CC(C)C(NC(=O)c1ccc(Cl)cc1Cl)C(=O)NCCc1ccccn1 (stereo not drawn)	-9	5%	1%	-1%	-13%	-4%	-2%	-26%	-3%

Shown with values under each structure: entries from further up.
The line under a structure holds: LDHA block	mIDH1 inhibitor	Vif-APOBEC3G blk	GRP78 ERSR act	RGS4 inh	rTrxR1 inhibitor	Vif-A3F inh	USP1-UAF1 inh	TrxR1 substrate
19) O=C(CN1C(=O)NC2(CCCC2)C1=O)OCC(=O)c1cccc(Cl)c1
  -7	7%	-4%	-5%	19%	4%	u	-7%	-5%[57.1 µM]
20) COc1ccc(C=O)cc1OS(=O)(=O)c1ccccc1[N+](=O)[O-]
  1	6%	-3%	5%	2%	u	0%	-19%	5%

Down the list, as entered above:
Nos. 17 to 24 in USP1-UAF1 inh: -18%, -9%, -7%, -19%, -10%, -21%, -20%, -26%

Other results:
#	Structure	LDHA block	mIDH1 inhibitor	Vif-APOBEC3G blk	GRP78 ERSR act	RGS4 inh	rTrxR1 inhibitor	Vif-A3F inh	USP1-UAF1 inh	TrxR1 substrate
25	C=C1CCN(c2ccc(C(=O)O)cc2[N+](=O)[O-])CC1	5	7%	1%	-5%	9%	3%	1%	-23%	-2%
26	O=C1CN(C(=O)COC(=O)c2ccc([N+](=O)[O-])o2)c2ccccc2N1	3	-7%	6%	13%	12%	u	1%	u	-3%
27	O=C(OCc1c(Cl)cccc1Cl)c1cccnc1	-6	1%	3%	-7%	-21%	-20%	-2%	-5%	-7%
28	CCN/C=C(\C#N)S(=O)(=O)c1ccc(Br)cc1	-4	5%	5%	-5%	-11%	12%[57.1 µM]	10%	-13%	-23%[57.1 µM]
29	Cc1cccc(C(=O)Nc2nc3ccc(S(C)(=O)=O)cc3s2)c1	1	10%	-1%	0%	3%	22%	10%	-23%	4%
30	O=C(CSc1nc(O)c(Cc2ccccc2)c(=O)[nH]1)N1CCOCC1	0	14%	9%	-4%	-1%	4%	-19%	-7%	1%
31	Cc1ccc(S(=O)(=O)c2nnn3c2nc(NC(C)C)c2cc(Cl)ccc23)cc1C	-3	4%	-1%	4%	-1%	15%	-5%	-25%	11%
32	C/C=C/COC(=O)C1=C(C)NC(=O)NC1c1ccc2c(c1)OCO2 (stereo not drawn)	-1	4%	-6%	-3%	6%	35%	19%	-18%	6%
33	CC(NC(=O)c1ccccc1Cl)C1COc2ccccc2O1 (stereo not drawn)	1	0%	-4%	6%	28%	-8%	5%	-3%	-8%
34	O=C(Nc1cccc(Cl)c1)c1ccc(F)c(S(=O)(=O)N2CCN(c3ccccn3)CC2)c1	-5	2%	3%	-4%	-15%	2%	-19%	-21%	2%
35	CCC[C@@H]1CCCO[C@@](C(=O)NCc2ccccn2)(C(F)(F)F)C1	-1	6%	0%&1%	0%&-5%	1%&-7%	8%&-9%	-1%	-12%	8%[57.1 µM]
36	Cc1ccc(N(CC(=O)N2CCN(c3cc(Cl)ccc3C)CC2)S(=O)(=O)c2c(C)noc2C)cc1	-2	-10%	-2%	-2%	16%	19%	-3%	-29%	8%

An excerpt from above in order of the TrxR1 substrate value, ascending:
| # | Molecule | LDHA block | Vif-APOBEC3G blk | RGS4 inh | rTrxR1 inhibitor | Vif-A3F inh | USP1-UAF1 inh | TrxR1 substrate |
| --- | --- | --- | --- | --- | --- | --- | --- | --- |
| 16 | CCOC(=O)c1nn(-c2ccccc2C)c(=O)cc1OCC(=O)N1CCN(c2ccccc2)CC1 | 0 | 2% | -17% | -11% | -7% | -10% | -11% |
| 34 | O=C(Nc1cccc(Cl)c1)c1ccc(F)c(S(=O)(=O)N2CCN(c3ccccn3)CC2)c1 | -5 | 3% | -15% | 2% | -19% | -21% | 2% |
| 7 | C/C(NCC(C)(C)CN(C)C)=C(/C#N)C(=O)NCc1ccccc1 | -10 | -2% | -20%[56.9 µM] | 11% | -4% | -15% | 7% |
